High-throughput results from PubChem BioAssay.
Statin myotox sup = suppressors of simvastatin-induced myotoxicity in C2C12 myotubes | ATP luminescence, 48 h; scaled: DMSO 0, geranylgeraniol control 100 | rescue of ATP level, % at 7.49 µM | actives 0.78% (n = 330,000) | AID 602340;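 active = mean ATP rescue above about 67%, or every replicate alone reaching that limit, limit read from the data, passing the limit was not always enough; inconclusive = no clear call, values can overlap the other calls; inactive = mean under the limit and some replicate under it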;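 note: myotubes were challenged with 10 µM simvastatin during compound exposure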
DENV2 CPE = protects cells from dengue virus 2 cytopathic effect; actives 1.7% (n = 350,000); CPE inhibition, % at 9.99 µM; DENV2-infected cells, cytopathic effect rescue, plate reader; AID 651640; in the data active = CPE inhibition above about 20%, passing the limit was not always enough; inconclusive = no clear call, values can overlap the other calls; tested in BHK-21 cells;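 note: 0% = median of neutral control wells and 100% = median of positive control wells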
ERp5 inh = inhibitors of human ERp5; AID 651711; ERp5 insulin aggregation, absorbance 650 nm, 90 min; Q15084; inhibition, % at 9.99 µM; actives 0.05% (n = 350,000);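 active = mean replicate inhibition above about 25%, with every replicate also reaching it, limit read from the data, passing the limit was not always enough; inconclusive = only one of those two criteria met; inactive = neither criterion met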
S100A4 MyoIIA = S100A4-myosin IIA interaction inhibition. S100A4/TAMRA-MyoIIA peptide fluorescence polarization. inhibition, % at 10.7 µM. P26447. actives 0.14% (n = 360,000);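 active = mean inhibition of at least 70% across replicates, with every replicate also reaching that level; inconclusive = mean inhibition reaches 70% but some replicates fall short; inactive = mean inhibition below 70%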
Target sequence (P26447 whole entry, looked up): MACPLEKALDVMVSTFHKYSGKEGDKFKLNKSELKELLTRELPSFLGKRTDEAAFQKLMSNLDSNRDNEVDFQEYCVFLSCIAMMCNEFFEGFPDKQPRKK
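Test system: S100A4 monomer protein. Medium: HEPES buffer with Ca2+, pH 7.2. Reagent: fluorescent myosin IIA peptide, 5 nM. Compound dosing: single-point compound testing. Timing: 5 min between mix addition and reading. Benchmarks: DMSO neutral and TFP positive wells.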
E-sel inducer = induces E-selectin expression in human endothelial cells. HUVEC E-selectin immunofluorescence imaging; normalized: neutral wells 0, TNF-alpha wells 100. activation, % at 7.58 µM. actives 0.37% (n = 260,000). AID 686992;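 active = mean E-selectin-positive cell signal at least 10% of the positive control, reached in at least 60% of replicates, without over 20% cell loss; inconclusive = no rule given, readout overlaps actives, possibly toxicity-flagged; inactive = the rest, including those meeting only one limit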;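 note: in these data hits start at about 27%; measured in HUVEC primary endothelial cells; signal is the percent of cells scored E-selectin positive by PE staining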
Target sequence (P16581 whole entry, looked up): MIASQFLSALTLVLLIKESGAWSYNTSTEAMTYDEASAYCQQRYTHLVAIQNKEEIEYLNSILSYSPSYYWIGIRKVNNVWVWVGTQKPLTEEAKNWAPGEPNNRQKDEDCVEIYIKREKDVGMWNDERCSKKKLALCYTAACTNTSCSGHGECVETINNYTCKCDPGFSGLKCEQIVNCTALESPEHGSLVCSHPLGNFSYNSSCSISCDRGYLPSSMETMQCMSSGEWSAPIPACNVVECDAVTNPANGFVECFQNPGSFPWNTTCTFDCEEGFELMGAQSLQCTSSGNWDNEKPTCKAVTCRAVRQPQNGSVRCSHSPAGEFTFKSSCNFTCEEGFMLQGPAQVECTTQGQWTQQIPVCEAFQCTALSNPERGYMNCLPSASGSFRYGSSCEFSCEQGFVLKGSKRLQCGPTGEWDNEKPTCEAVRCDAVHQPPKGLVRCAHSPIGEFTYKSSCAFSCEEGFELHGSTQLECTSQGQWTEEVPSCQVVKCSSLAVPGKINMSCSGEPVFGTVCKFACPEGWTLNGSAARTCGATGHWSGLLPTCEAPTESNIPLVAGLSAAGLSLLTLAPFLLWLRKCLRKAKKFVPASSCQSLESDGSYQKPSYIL
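Test system: HUVEC | Signal: Immunofluorescence imaging | Read-out: Percent E-selectin-positive cells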
SIRT5 block = blocks human SIRT5 desuccinylation of peptide; Purified SirT5, succinyl-peptide AMC, trypsin-coupled fluorescence; inhibition, % at 15 µM; AID 652115; actives 1.1% (n = 330,000); in the data active = inhibition above about 15%; inconclusive = no clear call, values can overlap the other calls
Target sequence (Q9NXA8 whole entry, looked up): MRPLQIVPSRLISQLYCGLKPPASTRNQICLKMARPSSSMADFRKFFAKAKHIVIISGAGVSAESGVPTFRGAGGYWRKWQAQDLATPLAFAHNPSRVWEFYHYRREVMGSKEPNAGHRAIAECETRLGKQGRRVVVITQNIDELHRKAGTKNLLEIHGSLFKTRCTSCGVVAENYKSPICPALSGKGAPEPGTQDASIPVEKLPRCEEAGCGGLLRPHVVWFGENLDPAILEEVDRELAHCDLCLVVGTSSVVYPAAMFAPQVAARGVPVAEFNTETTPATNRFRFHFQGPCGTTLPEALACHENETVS
PglD DTNB = inhibitors of Campylobacter jejuni PglD acetyltransferase; inhibition, % at 12.5 µM; purified PglD enzyme, DTNB colorimetric CoA detection; actives 0.098% (n = 360,000); AID 602405; in the data active = inhibition above about 16%, passing the limit was not always enough; inconclusive = no clear call, values can overlap the other calls; note: strong numbers were not always called active
The depositor's hits bear a star; ? = inconclusive; nt = not tested or not shown. Only part of the results is shown. The share of hits here may be higher or lower than overall.

SMILES | Statin myotox sup | DENV2 CPE | ERp5 inh | S100A4 MyoIIA | E-sel inducer | SIRT5 block | PglD DTNB
COc1ccccc1-c1csc(NC(=O)c2cc(-c3cccs3)nc3ccccc23)n1 | nt | -1 | 2 | 7 | 22 | -4 | nt
C[C@@H]1CN([C@@H](C)CO)S(=O)(=O)c2ccc(/C=C/c3ccccc3)cc2O[C@H]1CN(C)Cc1ccccc1 | -24 | -5 | 1 | -6 | -0.5 | -2 | -3
C[C@@H]1CCCCO[C@@H](CN(C)Cc2ccc3c(c2)OCO3)[C@@H](C)CN([C@H](C)CO)C(=O)c2cc(NS(=O)(=O)c3ccc(Cl)cc3)ccc2O1 | nt | -6 | -4 | -7 | nt | 11 | 8
C#CCOc1ccc(/C=C2/C(=O)ON=C2C)cc1Cl | -6 | -7 | -1 | -18 | 0.4 | -1 | 4
Cc1ccc(S(=O)(=O)Nc2ccc3c(c2)C(=O)N([C@H](C)CO)C[C@H](C)[C@H](CN(C)S(=O)(=O)c2ccccc2)O3)cc1 | 23 | -1 | 11 | 1 | 0.1 | 5 | 3
COC(=O)c1ccccc1C(=O)N1CCOCCOCCOCC1 | 7 | 0 | -1 | 4 | 0.1 | -1 | nt
CCNC(=O)C[C@@H]1C=C[C@@H](NC(=O)C2CC2)[C@H](CO)O1 | -4 | -4 | 2 | 8 | -0.4 | 1 | 0
N#C/C(=C\c1ccc(O)cc1)C(=O)NCc1cccc(Cl)c1 | 15 | -1 | -5 | -19 | 0.6 | -2 | -12
CCc1ccccc1NC(=O)NC(C)c1ccc2c(c1)OCO2 (centres undefined) | 13 | -5 | 0 | -4 | nt | -7 | 4
Cc1ccccc1N=C(NO)c1cccnc1 | 9 | -3 | -1 | 3 | -0.1 | -6 | -1
O=C(C[C@H]1C[C@H]2c3cc(NC(=O)C4CCC4)ccc3O[C@H]2[C@@H](CO)O1)NCCN1CCCCC1 | 1 | -11 | -3 | 20 | -0.3 | 1 | -1
C[C@@H]1CN([C@@H](C)CO)S(=O)(=O)c2ccc(-c3ccc(C(=O)N(C)C)cc3)cc2O[C@@H]1CN(C)C(=O)Nc1ccccc1F | -2 | -2 | 6 | 4 | 0.1 | -3 | -2
O=C(NCc1ccccn1)C(=O)NN=C1CCCCCCCCCCC1 | -3 | -2 | -1 | -3 | nt | -5 | 4
CC(=O)/C(=N/Nc1ccc(Br)cc1)N1CCCc2ccccc21 | nt | 11 | 2 | -3 | nt | 1 | nt
Cc1ccc(CN(C)Cc2cc(=O)oc3cc(C)c(Cl)cc23)cc1 | 15 | 6 | 2 | -1 | -0.1 | -3 | -3
C[C@@H]1CN([C@@H](C)CO)C(=O)c2cc(NC(=O)c3ccncc3)ccc2O[C@H]1CN(C)Cc1ccc(-c2ccccc2)cc1 | -26 | 3 | -1 | 0 | -36 | -2 | -1
CC1(C)CC(=O)c2cnc3c(C#N)cnn3c2C1 | 3 | 4 | -4 | -6 | 10 | -4 | nt
COc1ccc(S(=O)(=O)Nc2cccc3c2O[C@@H](CN(C)Cc2ccc(Oc4ccccc4)cc2)[C@@H](C)CN([C@H](C)CO)C3=O)cc1 | 25 | -6 | -4 | 7 | 0.5 | -3 | 0
COc1cccc2sc3ccc(C#CC4(O)CCCCC4)cc3c(=O)c12 | 0 | nt | nt | nt | -0.3 | nt | -9
Cc1ccc(S(=O)(=O)N(C)C[C@H]2Oc3ccc(NC(=O)Nc4ccccc4)cc3C(=O)N([C@H](C)CO)C[C@@H]2C)cc1 | -18 | -10 | -4 | 0 | -0.3 | 2 | 13
Cc1ccc(NC(=O)CCN2CCC(Cc3ccccc3)CC2)cc1 | -27 | 10 | -1 | -3 | nt | 2 | 0
O=C(NCc1ccc(C(F)(F)F)cc1)C1CC(c2ccccc2C(F)(F)F)=NO1 (centres undefined) | -5 | ? | 7 | -1 | 0.0 | 10 | 2
O=C(CCC(=O)N1CCN(c2ccc(Cl)c(Cl)c2)CC1)c1ccccc1 | 14 | -4 | -3 | -1 | nt | -4 | -1
C=CCn1c(COc2ccc(F)cc2)nnc1SCC(=O)c1c[nH]c2c(CC)cccc12 | nt | 18 | 1 | -13 | -0.9 | -6 | -3
COc1ccccc1CNC(=O)COC(=O)Cc1c(F)cccc1Cl | 3 | 3 | -2 | -7 | nt | 0 | nt

Ordered by the number under ERp5 inh (largest number first): three of the compounds above.
SMILES	ERp5 inh
Cc1ccc(S(=O)(=O)Nc2ccc3c(c2)C(=O)N([C@H](C)CO)C[C@H](C)[C@H](CN(C)S(=O)(=O)c2ccccc2)O3)cc1	11
O=C(NCc1ccc(C(F)(F)F)cc1)C1CC(c2ccccc2C(F)(F)F)=NO1 (centres undefined)	7
O=C(NCc1ccccn1)C(=O)NN=C1CCCCCCCCCCC1	-1

Part of the list above in order of molecular weight, rising:
SMILES | Statin myotox sup | DENV2 CPE | ERp5 inh | S100A4 MyoIIA | E-sel inducer | SIRT5 block | PglD DTNB
CCNC(=O)C[C@@H]1C=C[C@@H](NC(=O)C2CC2)[C@H](CO)O1 | -4 | -4 | 2 | 8 | -0.4 | 1 | 0
N#C/C(=C\c1ccc(O)cc1)C(=O)NCc1cccc(Cl)c1 | 15 | -1 | -5 | -19 | 0.6 | -2 | -12
C=CCn1c(COc2ccc(F)cc2)nnc1SCC(=O)c1c[nH]c2c(CC)cccc12 | nt | 18 | 1 | -13 | -0.9 | -6 | -3
O=C(C[C@H]1C[C@H]2c3cc(NC(=O)C4CCC4)ccc3O[C@H]2[C@@H](CO)O1)NCCN1CCCCC1 | 1 | -11 | -3 | 20 | -0.3 | 1 | -1
C[C@@H]1CN([C@@H](C)CO)S(=O)(=O)c2ccc(-c3ccc(C(=O)N(C)C)cc3)cc2O[C@@H]1CN(C)C(=O)Nc1ccccc1F | -2 | -2 | 6 | 4 | 0.1 | -3 | -2

Additional compounds follow.
SMILES | Statin myotox sup | DENV2 CPE | ERp5 inh | S100A4 MyoIIA | E-sel inducer | SIRT5 block | PglD DTNB
COc1ccccc1CCc1nnc(CCC(=O)N(C)Cc2cccc3cnccc23)o1 | 7 | -10 | 3 | -9 | nt | -1 | -2
Cc1cc(C)n(CC(C)O)c(=O)c1C#N (centres undefined) | 7 | -3 | -4 | 2 | nt | 0 | 1
CC(C)(C)NC(=O)NC(=O)CN1CCN(S(=O)(=O)c2ccccc2)CC1 | nt | 3 | -2 | 2 | -0.2 | -3 | 2
C[C@@H](NC(=O)[C@@H]1Cc2ccccc2CN1C(=O)OC(C)(C)C)C(=O)NC1CCCCC1 | nt | -3 | 2 | -7 | -0.2 | 0 | nt
Cn1c(SCC(=O)NC2CC2)nnc1-c1cccs1 | -6 | -2 | 8 | -6 | -0.3 | 0 | -5
O=C(C[C@@H]1CC[C@H]2[C@@H](COC[C@H](O)CN2Cc2cc(F)cc(F)c2)O1)NC1CCC1 | 2 | 7 | 3 | -8 | 0.0 | -2 | 0
Cn1c(O)c(N=NC(=O)c2ccco2)c2ccccc21 | nt | nt | -3 | -17 | nt | -4 | nt
C[C@@H]1CN([C@@H](C)CO)C(=O)c2cccc(NC(=O)Nc3ccc(F)cc3)c2O[C@H]1CN(C)Cc1ccc(-c2ccccc2)cc1 | nt | 0 | 4 | -14 | 1.9 | -1 | 2
Cc1ccc(-n2nc(C(=O)O)cc2-c2ccc(Cl)cc2)cc1 | nt | -3 | -17 | 4 | nt | 1 | nt
CCOC(=O)c1c(NC(=O)CCC(=O)O)sc2c1CC(C)(C)OC2 | 18 | -3 | 0 | 0 | nt | 2 | 8
CS(=O)(=O)Nc1ccc(C(=O)N2CCCCC2)cc1 | -10 | 6 | 1 | -3 | nt | 8 | 2
O=C(N/N=C/c1cccnc1)c1ccccc1Cl | 5 | 12 | 1 | 2 | -0.1 | -3 | -6
CCC(=O)N1CCc2cc(S(=O)(=O)NC(C(=O)N3CCN(c4ccc(F)cc4)CC3)C(C)C)ccc21 (centres undefined) | 2 | 8 | 5 | 4 | nt | -2 | 4
CC(C)C#Cc1cnc2c(c1)C(=O)N([C@@H](C)CO)C[C@H](C)[C@@H](CN(C)C(=O)Nc1ccc(F)cc1)O2 | 16 | 0 | 0 | -3 | 0.0 | 3 | -2
Cc1ccc(S(=O)(=O)N2C[C@@H](O)COC[C@@H]3O[C@@H](CC(=O)NCC4CCCCC4)CC[C@H]32)cc1 | -5 | 5 | 1 | 12 | 0.0 | -2 | 4
COc1cccc(N(C(=O)CNC(=O)c2ccco2)C(C(=O)NC2CCCC2)c2ccco2)c1 (centres undefined) | 23 | ? | -5 | -2 | 0.5 | -42 | 1
COc1cccc(C(=O)Nc2nnc(S(=O)(=O)N3CCOCC3)s2)c1 | -4 | -7 | -7 | -5 | nt | -3 | 0
Cc1cccc(C)c1NC(=O)c1sc(N)nc1-c1ccccc1 | -7 | 2 | 3 | -7 | 2.1 | -2 | 4
COc1ccc(NC(=O)C2CCCN2C(=O)OC(C)(C)C)cc1 (centres undefined) | nt | -2 | 5 | 1 | nt | 2 | -3
CC(=O)Nc1ccccc1C(=O)C(=O)Nc1ccc(F)c(Cl)c1 | 33 | -3 | -1 | -5 | nt | -1 | 3
COCC(=O)Nc1ccc2c(c1)OC[C@H](C)N(Cc1ccccc1)C[C@H](C)[C@H](OC)CN(C)C2=O | -7 | -2 | -1 | 14 | 0.0 | 6 | 0
Cn1c(Cn2c(=O)sc3ccccc32)nnc1SCc1ccccc1F | -1 | 1 | -1 | -4 | 0.0 | nt | 3
CNC(=O)C[C@H]1CC[C@@H]2[C@H](COc3ccc(NC(=O)c4cc(C)on4)cc3C(=O)N2C)O1 | 15 | 1 | nt | nt | 0.0 | nt | 2
CC(=O)Nc1c(O)nc(SCC(=O)N2CCCCC2)[nH]c1=O | -13 | -9 | -1 | 0 | nt | -7 | 0
Cc1noc(C)c1NC(=O)Nc1ccc2c(c1)CC(=O)N([C@@H](C)CO)C[C@@H](C)[C@@H](CN(C)C(=O)Nc1c(C)noc1C)O2 | -23 | -2 | 9 | 9 | -0.3 | 0 | 2

Single records, as listed above. Values in the order: Statin myotox sup, DENV2 CPE, ERp5 inh, S100A4 MyoIIA, E-sel inducer, SIRT5 block, PglD DTNB
Listed for Cn1c(SCC(=O)NC2CC2)nnc1-c1cccs1 = -6, -2, 8, -6, -0.3, 0, -5
Listed for Cc1noc(C)c1NC(=O)Nc1ccc2c(c1)CC(=O)N([C@@H](C)CO)C[C@@H](C)[C@@H](CN(C)C(=O)Nc1c(C)noc1C)O2 = -23, -2, 9, 9, -0.3, 0, 2

Next part:
SMILES | Statin myotox sup | DENV2 CPE | ERp5 inh | S100A4 MyoIIA | E-sel inducer | SIRT5 block | PglD DTNB
CSc1ccccc1C(=O)N1CCCC(CNC(=O)c2ccc(F)cc2)C1 (centres undefined) | 11 | 2 | -3 | 5 | nt | 0 | -3
COc1ccc(CNS(=O)(=O)c2cn(C)c(=O)n(C)c2=O)cc1 | nt | -5 | 3 | 3 | -0.3 | 0 | 1
CN(C)/C=N/c1nc2nccc(-c3cccs3)n2n1 | -5 | 16 | 7 | -1 | -0.1 | -43 | nt
O=C(Cc1ccncc1)N1CC[C@@H]2[C@H]1c1cc(-c3ccccc3F)ccc1N[C@@H]2CO | -20 | -8 | 1 | -6 | 0.1 | 1 | 2
CO[C@H](CN(C)S(=O)(=O)c1ccc(C)cc1)[C@H](C)CN(C(=O)Nc1ccccc1F)[C@H](C)CO | 9 | 3 | 2 | 4 | 0.2 | 2 | -1
Cn1c(N)c(C(=O)COC(=O)c2cc(S(=O)(=O)N3CCCCC3)ccc2Cl)c(=O)n(C)c1=O | nt | -1 | 0 | -7 | -1.3 | -3 | nt
O=C(C[C@H]1CC[C@H](NC(=O)Nc2ccc(F)cc2)[C@H](CO)O1)NCc1cccc(F)c1 | -6 | 11 | 2 | -4 | 1.4 | 2 | -4
